V-ATPase pH: regulators of yeast V-ATPase proton transport; S. cerevisiae, pHLuorin cytosolic pH fluorescence; response, % at 10 µM; hit rate 0.37% among 350,000; AID 504577; in the data active = response mostly above about 7.3%, no sharp cut-off; inactive = mostly below about 5.4%; also: actives read high; inactives centre near 0; some compounds called inactive have numbers as strong as hits; reference of the scale not given here
Keap1 Nrf2 FP: Keap1-Nrf2 (human) interaction inhibition; Q14145; Keap1 Kelch-Nrf2 peptide fluorescence polarization, 1536-well; inhibition, % at 9.4 µM; hit rate 0.15% among 340,000; AID 504523; in the data active = inhibition above about 12%;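 also: human Keap1 Kelch domain with fluorescein labeled Nrf2 9mer peptide probe; 0% = neutral control wells and 100% = peptide positive control; higher means more block of Keap1 binding to Nrf2 peptide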
Target sequence (Q14145 whole entry, looked up, the tested form may be a part): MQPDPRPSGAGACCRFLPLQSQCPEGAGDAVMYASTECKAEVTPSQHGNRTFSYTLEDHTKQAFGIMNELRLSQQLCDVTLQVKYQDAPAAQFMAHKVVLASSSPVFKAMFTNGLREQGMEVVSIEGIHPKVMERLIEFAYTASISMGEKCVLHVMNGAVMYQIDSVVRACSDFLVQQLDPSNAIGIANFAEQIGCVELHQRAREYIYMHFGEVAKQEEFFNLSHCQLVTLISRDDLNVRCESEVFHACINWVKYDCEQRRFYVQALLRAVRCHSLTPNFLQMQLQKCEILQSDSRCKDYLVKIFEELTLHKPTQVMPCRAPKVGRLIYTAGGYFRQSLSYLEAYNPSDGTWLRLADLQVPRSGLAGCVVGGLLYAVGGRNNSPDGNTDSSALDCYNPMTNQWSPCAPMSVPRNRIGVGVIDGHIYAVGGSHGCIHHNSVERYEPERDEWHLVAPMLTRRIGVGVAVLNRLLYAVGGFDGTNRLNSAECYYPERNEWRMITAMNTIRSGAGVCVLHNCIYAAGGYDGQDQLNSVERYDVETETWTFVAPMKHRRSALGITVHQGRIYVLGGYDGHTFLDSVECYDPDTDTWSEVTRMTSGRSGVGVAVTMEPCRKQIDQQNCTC
HTR5A ag ctr: HTR5A agonism, opioid heterodimer counter-screen; activation, % at 9.3 µM; hit rate 0.61% among 340,000; P47898; HTR5A agonist assay, luminescence, cell-based; in the data active = activation mostly above about 9.5%, no sharp cut-off; inactive = mostly below about 7.6%;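 also: 0% = cells with vehicle only and 100% = reference agonist; strong numbers were not always called active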
Target sequence (P47898 whole entry, looked up): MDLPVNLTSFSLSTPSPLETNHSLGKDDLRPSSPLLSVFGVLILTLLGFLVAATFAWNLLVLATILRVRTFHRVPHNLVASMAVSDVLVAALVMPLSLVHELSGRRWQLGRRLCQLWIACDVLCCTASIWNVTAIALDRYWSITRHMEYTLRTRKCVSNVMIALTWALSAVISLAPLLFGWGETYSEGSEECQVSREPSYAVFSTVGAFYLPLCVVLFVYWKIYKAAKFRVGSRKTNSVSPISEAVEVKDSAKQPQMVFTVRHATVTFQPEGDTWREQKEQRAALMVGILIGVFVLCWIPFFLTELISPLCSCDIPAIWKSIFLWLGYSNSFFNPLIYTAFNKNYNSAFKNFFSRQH
CAL PDZ FP: inhibitors of human CAL PDZ peptide binding; Q9HD26; AID 602252; purified CAL PDZ, TMR-peptide fluorescence polarization, 1 h; inhibition, % at 24.9 µM; hit rate 0.92% among 300,000;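 active = mean inhibition of at least 30% with at least half of replicates also reaching 30%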;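 also: 0% = DMSO neutral control and 100% = excess unlabeled competitor peptide PRC23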
MOR-DOR inv ag: mu-delta opioid heterodimer inverse agonism. hit rate 0.21% among 340,000. cell-based MOR-DOR heterodimer luminescence. inhibition, % at 9.3 µM; in the data active = inhibition above about 22%, passing the limit was not always enough;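 also: 0% = cells with DMSO and 100% = wells without cells with DMSO; values of inactives mirror those of a sister screen read the other way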
cardiac RTF act: increases calcium sensitivity of human cardiac regulated thin filaments | AID 493008 | IANBD-labeled TnC RTF fluorescence at EC20 calcium; 0% EC20 calcium, 100% full calcium | activation, % at 7.2 µM | hit rate 0.24% among 340,000 | P19429+P45379;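 active = activation above the mean over all tested compounds plus 3 SD, cut at about 30% in these data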;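 also: rise in fluorescence read as greater calcium sensitivity of cardiac thin filaments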
MOR-DOR ag: OPRM1-OPRD1 heterodimerization agonism; cells, luminescence; activation, % at 9.3 µM; hit rate 0.3% among 340,000; P35372+P41143; AID 504326; in the data active = activation above about 18%;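 also: 0% = vehicle-treated cells and 100% = reference agonist; values of inactives mirror those of a sister screen read the other way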
Cardiac RTF inh: cardiac RTF calcium desensitization | IANBD-labeled cardiac RTF, Ca2+ fluorescence | inhibition, % at 7.15 µM | hit rate 0.12% among 340,000 | AID 493244;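 active = inhibition above the mean inhibition of all tested compounds plus 3 SD, cut at about 17% in these data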;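 also: assay run at fixed EC70 calcium of 1.6 mM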
C-LANA FP: blocks KSHV LANA C-terminal domain binding to DNA; MBP-C-LANA/FAM-LBS DNA binding, fluorescence polarization; inhibition, % at 9 µM; hit rate 0.078% among 340,000;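 active = highest replicate inhibition at or above 60% at 9 µM, even if other replicates fall short; inactive = all replicates below 60% inhibition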;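 also: 0% = neutral control wells and 100% = 4 µM acridine orange control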
HTR5A inv ctr: counter-screen for OPRM1-OPRD1 inverse agonists: human HTR5A inverse agonism; P47898; HTR5A cell line, luminescence; inhibition, % at 9.3 µM; hit rate 0.083% among 340,000; in the data active = inhibition mostly above about 23%, no sharp cut-off; inactive = mostly below about 18%;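 also: 0% = cells with DMSO and 100% = no-cell wells with DMSO; some compounds called inactive have numbers as strong as hits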
* = called active by the depositor.

Screening CCOC(=O)C1=CN(Cc2ccco2)S(=O)(=O)N(C)C1c1ccccc1 (configuration not stated) returned V-ATPase pH -1, Keap1 Nrf2 FP -1, HTR5A ag ctr 1, CAL PDZ FP 0, MOR-DOR inv ag 16, cardiac RTF act -2, MOR-DOR ag -3.2, Cardiac RTF inh -6, C-LANA FP 1.9 and HTR5A inv ctr -4.
For CCOc1ccc(NC(=O)CCC(=O)Nc2nnc(CC)s2)cc1 the results were V-ATPase pH -5, Keap1 Nrf2 FP 4, HTR5A ag ctr -2, CAL PDZ FP 2, MOR-DOR inv ag 5, cardiac RTF act -2, MOR-DOR ag -1.0, Cardiac RTF inh 7, C-LANA FP -2.2 and HTR5A inv ctr -2.
C=CCN(c1ccccc1)S(=O)(=O)c1cccc(C(=O)NC2CCC(O)CC2)c1 (configuration not stated) was read as V-ATPase pH -3, Keap1 Nrf2 FP -3, HTR5A ag ctr -1, CAL PDZ FP -1, MOR-DOR inv ag 15, cardiac RTF act 2, MOR-DOR ag -2.7, Cardiac RTF inh 5, C-LANA FP 0.9 and HTR5A inv ctr 2.
`OC(COc1ccc(Br)cc1)Cn1ccnc1` (configuration not stated) gave V-ATPase pH 0, Keap1 Nrf2 FP 3, HTR5A ag ctr 1, CAL PDZ FP 4, MOR-DOR inv ag 12, cardiac RTF act -4, MOR-DOR ag -2.4, Cardiac RTF inh 4, C-LANA FP -0.5 and HTR5A inv ctr -4.
Cc1ccc(S(=O)(=O)Cc2ccc(C(=O)NCCCN3CCCC3=O)o2)cc1 was read as V-ATPase pH 2, Keap1 Nrf2 FP 6, HTR5A ag ctr 0, CAL PDZ FP -4, MOR-DOR inv ag 5, cardiac RTF act 1, MOR-DOR ag -0.9, Cardiac RTF inh -9, C-LANA FP -2.4 and HTR5A inv ctr -1.
`CN1CCN(NC(=O)c2cccc(S(=O)(=O)N3CCCCCC3)c2)CC1` gave V-ATPase pH 4, Keap1 Nrf2 FP -5, HTR5A ag ctr 6, CAL PDZ FP -4, MOR-DOR inv ag 15, cardiac RTF act 5, MOR-DOR ag -2.9, Cardiac RTF inh -2, C-LANA FP 0.5 and HTR5A inv ctr -28.
CC(Sc1nc2ccccc2c(=O)n1CC1CCCO1)C(=O)NC(C)c1ccccc1 (configuration not stated) was read as V-ATPase pH 0, Keap1 Nrf2 FP 2, HTR5A ag ctr -12, CAL PDZ FP -4, MOR-DOR inv ag 16, cardiac RTF act -3, MOR-DOR ag -3.0, Cardiac RTF inh -1, C-LANA FP 1.2 and HTR5A inv ctr 9.
For Cc1occc1-c1nnc(SCC(=O)Nc2nccs2)n1Cc1ccco1 the results were V-ATPase pH -3, Keap1 Nrf2 FP 0, HTR5A ag ctr 2, CAL PDZ FP 1, MOR-DOR inv ag 4, cardiac RTF act -6, MOR-DOR ag -0.6, Cardiac RTF inh 7, C-LANA FP -0.7 and HTR5A inv ctr -14.
Screening O=C(CCNS(=O)(=O)c1ccccc1C(F)(F)F)N1CCN(c2ccccc2O)CC1 returned V-ATPase pH -5, Keap1 Nrf2 FP 3, HTR5A ag ctr 2, CAL PDZ FP 2, MOR-DOR inv ag -2, cardiac RTF act 3, MOR-DOR ag 0.3, Cardiac RTF inh -7, C-LANA FP -1.2 and HTR5A inv ctr 7.
For CC1C(=O)O[C@@H]2C[C@@H](C)[C@@H]3CCC(=O)[C@@]3(C)[C@@H](O)[C@H]12 (some centres not stated) the results were V-ATPase pH 0, Keap1 Nrf2 FP -4, HTR5A ag ctr -3, CAL PDZ FP -1, MOR-DOR inv ag 13, cardiac RTF act -2, MOR-DOR ag -2.3, Cardiac RTF inh 6, C-LANA FP -0.8 and HTR5A inv ctr -2.
Screening COC(=O)[C@H]1Cc2cnoc2C[C@]1(C)C(=O)O returned V-ATPase pH -1, Keap1 Nrf2 FP 3, HTR5A ag ctr 0, CAL PDZ FP -2, MOR-DOR inv ag 8, cardiac RTF act 6, MOR-DOR ag -1.6, Cardiac RTF inh -14, C-LANA FP 0.9 and HTR5A inv ctr -7.
`O=C(CCS(=O)(=O)c1cccs1)Nc1ccc(C(=O)NCc2ccccc2)cc1` gave V-ATPase pH 0, Keap1 Nrf2 FP 0, HTR5A ag ctr 1, CAL PDZ FP -2, MOR-DOR inv ag 10, cardiac RTF act 2, MOR-DOR ag -1.8, Cardiac RTF inh 0, C-LANA FP -0.4 and HTR5A inv ctr -7.
Screening O=C(N/N=C/c1ccc(Cl)c([N+](=O)[O-])c1)c1cnccn1 returned V-ATPase pH 0, Keap1 Nrf2 FP -1, HTR5A ag ctr 5, CAL PDZ FP -3, MOR-DOR inv ag 4, cardiac RTF act 5, MOR-DOR ag -0.7, Cardiac RTF inh -3, C-LANA FP -0.8 and HTR5A inv ctr -1.
For CCN(CC)CCNc1nc2ccccc2n1C the results were V-ATPase pH 4, Keap1 Nrf2 FP 2, HTR5A ag ctr 0, CAL PDZ FP 3, MOR-DOR inv ag 15, cardiac RTF act 2, MOR-DOR ag -2.8, Cardiac RTF inh 7, C-LANA FP -0.7 and HTR5A inv ctr 18.
`Fc1ccc(CSc2nc3ncccc3[nH]2)cc1` gave V-ATPase pH -8, Keap1 Nrf2 FP 3, HTR5A ag ctr -5, MOR-DOR inv ag 10, cardiac RTF act -3, MOR-DOR ag -2.4, Cardiac RTF inh 1, C-LANA FP -0.7 and HTR5A inv ctr 0.
For CCOC(=O)COc1ccc2nsnc2c1 the results were V-ATPase pH 1, Keap1 Nrf2 FP 0, HTR5A ag ctr -3, CAL PDZ FP 1, MOR-DOR inv ag 13, cardiac RTF act -3, MOR-DOR ag -3.1, Cardiac RTF inh -8, C-LANA FP -0.3 and HTR5A inv ctr 13.
For CC(C)CNC(=S)N(CCO)Cc1cc2cc3c(cc2[nH]c1=O)OCO3 the results were V-ATPase pH -4, Keap1 Nrf2 FP 1, HTR5A ag ctr -4, CAL PDZ FP -6, MOR-DOR inv ag 6, cardiac RTF act -1, MOR-DOR ag -1.1, Cardiac RTF inh -3, C-LANA FP 2.1 and HTR5A inv ctr 11.
For Cc1cc(N2CCOCC2)n2ncc(-c3ccc(Cl)cc3)c2n1 the results were V-ATPase pH 1, Keap1 Nrf2 FP -5, HTR5A ag ctr 8, MOR-DOR inv ag 8, cardiac RTF act 4, MOR-DOR ag -1.5, Cardiac RTF inh -7, C-LANA FP 0.4 and HTR5A inv ctr -18.
For C(=N\n1cnnc1)/c1ccc2ncccc2c1 the results were V-ATPase pH -1, Keap1 Nrf2 FP 1, HTR5A ag ctr -2, MOR-DOR inv ag 2, cardiac RTF act 1, MOR-DOR ag -0.5, Cardiac RTF inh -3, C-LANA FP 0.6 and HTR5A inv ctr -5.
`CC(OC(=O)c1oc2ccccc2c1COc1ccccc1)C(N)=O` (configuration not stated) gave V-ATPase pH -1, Keap1 Nrf2 FP -11, HTR5A ag ctr 3, CAL PDZ FP -4, MOR-DOR inv ag 3, cardiac RTF act 0, MOR-DOR ag -0.7, Cardiac RTF inh -3, C-LANA FP -0.7 and HTR5A inv ctr 9.
`COc1ccc(S(=O)(=O)NC2CCCCCC2)cc1C(N)=O` gave V-ATPase pH -1, Keap1 Nrf2 FP 0, HTR5A ag ctr 1, CAL PDZ FP -6, MOR-DOR inv ag 1, cardiac RTF act -3, MOR-DOR ag -0.3, Cardiac RTF inh -12, C-LANA FP -1.3 and HTR5A inv ctr -2.
CC(=O)c1c(C)[nH]c(C(=O)Nc2ccc(C)cc2Br)c1C was read as V-ATPase pH 5, Keap1 Nrf2 FP -1, HTR5A ag ctr 4, CAL PDZ FP -2, MOR-DOR inv ag 8, cardiac RTF act 0, MOR-DOR ag -1.2, Cardiac RTF inh -10, C-LANA FP -1.8 and HTR5A inv ctr 5.
`CC1=NCCN1S(=O)(=O)c1c(C(C)C)cc(C(C)C)cc1C(C)C` gave V-ATPase pH -4, Keap1 Nrf2 FP 1, HTR5A ag ctr -1, MOR-DOR inv ag 9, cardiac RTF act 1, MOR-DOR ag -1.8, Cardiac RTF inh -1, C-LANA FP -0.2 and HTR5A inv ctr 13.
For COc1ccc(S(=O)(=O)N2CCCN(Cc3cccc(F)c3)CC2)cc1 the results were V-ATPase pH -2, Keap1 Nrf2 FP -1, HTR5A ag ctr -1, CAL PDZ FP -4, MOR-DOR inv ag 1, cardiac RTF act -12, MOR-DOR ag -0.2, Cardiac RTF inh 3, C-LANA FP -3.0 and HTR5A inv ctr 9.
O=S(=O)(NCc1ccc(F)cc1)c1ccc(-n2cccn2)cc1 was read as V-ATPase pH -1, Keap1 Nrf2 FP -3, HTR5A ag ctr 1, CAL PDZ FP -5, MOR-DOR inv ag 0, cardiac RTF act 6, MOR-DOR ag 0.0, Cardiac RTF inh 0, C-LANA FP -0.6 and HTR5A inv ctr -3.
For CCOc1ccc(Nc2nc(Cc3nnc(SCC(=O)NC4CCCC4)n3C)cs2)cc1 the results were V-ATPase pH -2, Keap1 Nrf2 FP -4, HTR5A ag ctr -3, CAL PDZ FP -1, MOR-DOR inv ag 0, cardiac RTF act 1, MOR-DOR ag 0.1, Cardiac RTF inh -7, C-LANA FP -3.1 and HTR5A inv ctr -16.
`COc1cc(C(c2c(C)[nH][nH]c2=O)c2c(C)[nH][nH]c2=O)ccc1OS(=O)(=O)c1ccccc1` gave V-ATPase pH -6, Keap1 Nrf2 FP -2, HTR5A ag ctr -3, MOR-DOR inv ag 8, cardiac RTF act 3, MOR-DOR ag -1.6, Cardiac RTF inh -1, C-LANA FP 1.1 and HTR5A inv ctr -8.
CCCCCn1nc(C(=O)OCc2nnc(-c3ccccc3)o2)c2ccccc2c1=O was read as V-ATPase pH 2, Keap1 Nrf2 FP 1, HTR5A ag ctr 6, CAL PDZ FP -4, MOR-DOR inv ag 6, cardiac RTF act -6, MOR-DOR ag -1.2, Cardiac RTF inh -9, C-LANA FP 0.4 and HTR5A inv ctr -16.
CCCCn1c(CN(Cc2ccccc2)Cc2ccccc2)nc2c1c(=O)n(C)c(=O)n2C was read as V-ATPase pH -3, Keap1 Nrf2 FP -1, HTR5A ag ctr -2, CAL PDZ FP 1, MOR-DOR inv ag 3, cardiac RTF act -6, MOR-DOR ag -0.6, Cardiac RTF inh -2, C-LANA FP 1.1 and HTR5A inv ctr -11.
For C#CCOCCOCCOCCNc1nc(N2CCN(C(=O)CCCCCCCCCCNC(=O)[C@@H](CCC(=O)O)n3cc(CCCCCN)nn3)CC2)nc(N2CCN(C(=O)CCCCCCCCCCNC(=O)[C@H](CCCCN)n3cc(C[C@@H](C)CC)nn3)CC2)n1 the results were V-ATPase pH -1, Keap1 Nrf2 FP -13, HTR5A ag ctr 4, CAL PDZ FP -2, MOR-DOR inv ag 5, cardiac RTF act 4, MOR-DOR ag -0.9, Cardiac RTF inh 5, C-LANA FP -0.4 and HTR5A inv ctr -13.

Compounds shown so far that contain a COOH group (two):
Screening COC(=O)[C@H]1Cc2cnoc2C[C@]1(C)C(=O)O returned V-ATPase pH -1, Keap1 Nrf2 FP 3, HTR5A ag ctr 0, CAL PDZ FP -2, MOR-DOR inv ag 8, cardiac RTF act 6, MOR-DOR ag -1.6, Cardiac RTF inh -14, C-LANA FP 0.9 and HTR5A inv ctr -7.
For C#CCOCCOCCOCCNc1nc(N2CCN(C(=O)CCCCCCCCCCNC(=O)[C@@H](CCC(=O)O)n3cc(CCCCCN)nn3)CC2)nc(N2CCN(C(=O)CCCCCCCCCCNC(=O)[C@H](CCCCN)n3cc(C[C@@H](C)CC)nn3)CC2)n1 the results were V-ATPase pH -1, Keap1 Nrf2 FP -13, HTR5A ag ctr 4, CAL PDZ FP -2, MOR-DOR inv ag 5, cardiac RTF act 4, MOR-DOR ag -0.9, Cardiac RTF inh 5, C-LANA FP -0.4 and HTR5A inv ctr -13.
